KOR beta-arrestin-1: kappa opioid receptor blockers – cell-based, luminescence, uHTS (AID 1778); actives 0.091% (n = 290,000); one-dose inhibition, % at 10 µM; IC50 in µM for titrated hits; KOR beta-arrestin recruitment, luminescence, antagonist mode; higher % means a stronger effect; in the data active = inhibition above about 50%; note: strong numbers were not always called active
KOR beta-arrestin-2: kappa opioid receptor activators – cell-based, luminescence, uHTS, primary screen (AID 1777); KOR beta-arrestin recruitment, luminescence; higher % means a stronger effect; activation, % at 10 µM, or EC50 in µM where a hit was titrated; actives 0.02% (n = 280,000); in the data active = activation above about 50%, passing the limit was not always enough; note: a part of the inactive calls stands beside numbers as strong as those of hits
GPR35 antagonists: inhibition of zaprinast-stimulated GPR35 beta-arrestin translocation – imaging, U2OS, beta-arrestin-GFP, zaprinast agonist, primary screen (AID 2058). U2OS GPR35 beta-arrestin-GFP translocation imaging, zaprinast antagonism; higher % means a stronger effect. inhibition, % at 10 µM, or IC50 in µM where a hit was titrated. actives 0.052% (n = 290,000);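 active = inhibition of at least 50% with at least 30 cells and total cytoplasm GFP at most 10,000,000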
GPR55 beta-arrestin: selective activators of receptor GPR55 – imaging, U2OS cells, beta-arrestin-GFP redistribution, primary screen (AID 1961); U2OS GPR55 beta-arrestin-GFP redistribution imaging; higher % means a stronger effect; activation, % at 10 µM; hits with a dose series show EC50 in µM; actives 0.048% (n = 290,000);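 active = activation above 40% with more than 50 cells counted in the well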;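 note: U2OS osteosarcoma cells stably expressing GPR55 and beta-arrestin-GFP; plate controls were DMSO negative control for no effect and LPI positive control for full effect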
GPR55 antagonists: GPR55 antagonists blocking LPI-driven arrestin recruitment, primary screen, imaging, U2OS, beta-arrestin-GFP, LPI agonist (AID 2013); actives 0.13% (n = 290,000); U2OS GPR55 beta-arrestin-GFP translocation imaging, LPI antagonism; higher % means a stronger effect; one-dose inhibition, % at 10 µM; IC50 in µM for titrated hits;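 active = spots per cell inhibited over 60%, with over 100 cells counted and total cytoplasm intensity under 500,000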;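 note: U2OS cells stably carrying GPR55 and arrestin-GFP stimulated by 5 µM LPI near EC80; imaged beta-arrestin-GFP aggregate spots per cell after agonist stimulation; plate controls were LPI-stimulated DMSO wells for no effect and DMSO wells without LPI for full effect; some results filed as inactive read as strong as hits; confirmed hits need IC50 under 10 µM and bright autofluorescent wells are also inconclusive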
West Nile virus CPE: West Nile virus antiviral activity, cell-based, CPE readout (AID 1621) | actives 0.02% (n = 290,000) | one-dose CPE inhibition, % at 10 µM; IC50 in µM for titrated hits | West Nile virus-infected cells, CPE inhibition; higher % means a stronger effect; in the data active = a potency from the dose series; note: strong numbers were not always called active
T cell modulator: T cell immune modulation candidate; calls only at 7 µM; actives 0.068% (n = 330,000); 2C CD8+ T cell-vesicle binding, flow cytometry; stronger effect = lower value; AID 2052;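 active = response, share of CD8 T cells binding vesicles, and their 90th percentile fluorescence all below set limits, cut at about 80% in these data, passing the limit was not always enough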
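Benchmarks: naked versus QL9-loaded vesicles / Assay system: purified 2C TCR transgenic mouse naive CD8+ T cells / Technique: high-throughput flow cytometry with anti-B7-1 and anti-CD8 staining / Timing: Cell–vesicle co-incubation 1.5 h at 37 °C, staining 20 min on ice / Read-out: percent CD8+ FL2 mean versus row control / Probe or stimulus: QL9-loaded Drosophila micro-vesicles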
PhoP inhibition: PhoP-dependent GFP reporter repression – Salmonella Typhimurium, primary screen (AID 1863). S. Typhimurium PhoP-regulated promoter GFP reporter, 4 h; higher % means a stronger effect. inhibition, % at 50 µM, or IC50 in µM where a hit was titrated. actives 0.16% (n = 300,000);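 active = inhibition over 29.93%, a cutoff 3 SD above the screen mean, later confirmed by dose response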;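 note: 0% = low Mg2+ inducing control and 100% = high Mg2+ repressing control; strong numbers were not always called active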
NTR1 ag: agonists of NTR1, primary screen, imaging, U2OS cells, beta-arrestin-GFP, high content (AID 493036); NTR1-U2OS beta-arrestin-GFP spot imaging, agonist mode; activation, % at 20 µM; actives 0.17% (n = 330,000); P30989;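 active = activation at or above 40% of the spot to cytoplasm intensity ratio, with at least 20 cells analyzed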;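 note: 0% = DMSO without peptide and 100% = 100 nM NTR1 peptide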
Target sequence (P30989 whole entry, looked up): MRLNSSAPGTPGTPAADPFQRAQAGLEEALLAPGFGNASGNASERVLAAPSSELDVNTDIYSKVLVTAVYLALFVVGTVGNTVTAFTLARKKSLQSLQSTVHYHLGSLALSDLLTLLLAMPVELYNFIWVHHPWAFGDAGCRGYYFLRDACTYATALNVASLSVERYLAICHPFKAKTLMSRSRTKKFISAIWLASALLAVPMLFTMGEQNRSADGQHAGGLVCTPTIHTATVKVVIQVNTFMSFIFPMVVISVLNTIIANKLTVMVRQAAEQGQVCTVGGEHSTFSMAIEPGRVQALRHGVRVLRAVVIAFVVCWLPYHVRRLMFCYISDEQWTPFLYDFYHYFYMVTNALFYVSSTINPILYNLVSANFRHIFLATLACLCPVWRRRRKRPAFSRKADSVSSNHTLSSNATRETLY
T cell modulator vesicle-bound %: recorded beside T cell modulator, whose call it bears; double positive events, %; measured here: CD8+ vesicle-bound cell fraction;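 binding gate set so that unloaded-vesicle control wells show 10% double positive cells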
NTR1 ag cell count 20 µM: further read-out of NTR1 ag, marked with its call; cell count; measured here: cell count, cytotoxicity flag
The depositor's hits bear a star; i = inactive; x = no result given; [ ] = dose if it differs, or a comment.

SMILES | KOR beta-arrestin-1 | KOR beta-arrestin-2 | GPR35 antagonists | GPR55 beta-arrestin | GPR55 antagonists | West Nile virus CPE | T cell modulator | T cell modulator vesicle-bound % | PhoP inhibition | NTR1 ag | NTR1 ag cell count 20 µM
O=C1NC(=O)C2(CCc3ccccc32)N1 (stereo unspecified) | -26% | 4.8% | 3% | 0.3% | -4% | 0.2% | i | 32 | 7% | 1.3 | 50
COc1ccc(C(=O)NC(=O)NC2(C(Cl)(Cl)Cl)OCCO2)cc1 | -28%[20 µM] | -5.8% | 3% | -0.1% | -9% | 0.2% | i | 36 | -12% | -2.0 | 53
N#Cc1c(NC(=O)C2CC=CCC2C(=O)O)sc2c1CCCCCC2 (stereo unspecified) | -8% | -1.0% | 19% | 0.3% | 6% | 0.4% | i | 41 | -7% | 0.7 | 51
CCOC(=O)C1CCN(C(=O)c2ccc3c(c2)NC(=O)/C(=C\c2ccc(C)cc2)S3)CC1 | -24% | -4.3% | -5% | 0.3% | -9% | 1.6% | i | 16 | -4% | 19 | 76
Cc1ccc(-n2ncc3c2CCCC3NC(=O)CCN2CCCC2=O)cc1C (stereo unspecified) | -24% | -4.5% | 4% | -0.2% | 1% | 0.1% | i | 35 | -4% | 0.2 | 62
CCN1CCN(C(=O)c2ccc(CS(=O)(=O)Cc3ccccc3C)o2)CC1 | -22% | -2.6% | -7% | -0.1% | 2% | 0.1% | i | 13 | 4% | -0.6 | 53
CC(C)COc1ccccc1C(=O)NC(CO)C(=O)O (stereo unspecified) | -17% | 3.3% | 0% | 0.2% | 8% | 0.7% | i | 37 | 0% | 3.2 | 71
CCOC(=O)N1CCN(C(=O)CN(Cc2ccc(Cl)cc2)S(C)(=O)=O)CC1 | -64% | 4.4% | 5% | -0.1% | 4% | 0.0% | i | 29 | 4% | 0.7 | 34
CCn1c(SCc2nc3ccccc3c(=O)[nH]2)nc2ccccc2c1=O | -2% | 2.9% | 4% | -0.3% | -2% | 0.0% | i | 35 | 5% | -0.2 | 28
CN(C)c1nc(OCC(=O)NC(C)(C)C)nc(N(C)C)n1 | -26% | -4.2% | -6% | -0.1% | 11% | 1.6% | i | 32 | 5% | -2.4 | 60
CCOc1ccc(N(CC(=O)NCCc2ccccc2)C(=O)CCC(=O)Nc2nccs2)cc1 | -22% | 7.4% | -7% | -0.1% | 5% | -0.9% | i | 24 | 0% | -0.5 | 47
CSC1=C(C#N)C(c2ccccc2C)C(C#N)=C(N)N1 (stereo unspecified) | -25% | -2.5% | -20% | -0.2% | -9% | 0.9% | i | 48 | -2% | -1.8 | 92
CC(=O)c1cccc(OCC(O)CNCCOc2ccc(C)cc2)c1 (stereo unspecified) | -35% | -3.4% | 7% | -0.2% | 3% | -0.3% | i | 37 | 3% | -0.2 | 51
C=CCNC(=O)c1ccc(-n2cccc2)cc1 | -13% | 0.4% | -9% | 0.1% | 5% | 0.9% | i | 40 | 7% | -0.7 | 100
Cc1ccc(-c2nn(-c3ccccc3)cc2/C=C(\C#N)c2cccc(C#N)c2)o1 | -28% | -0.2% | -2% | -0.1% | -3% | -0.4% | i | 22 | 3% | -0.2 | 57
COC(=O)c1ccc(NC(=O)Nc2cccc(F)c2)cc1 | -46% | -4.4% | -4% | -0.3% | 2% | -0.2% | i | 40 | -5% | 3.3 | 85
O=C(Nc1cccc2ccccc12)N1CC=CCC1 | 8% | -0.3% | -16% | -0.1% | -2% | -0.1% | i | 27 | 2% | -0.3 | 54
Cc1oc(-c2ccc(Cl)cc2)cc1C(=O)O | -32% | -2.4% | 7% | -0.1% | 0% | 0.0% | i | 20 | -3% | 3.5 | 65
Cc1cc(C)c(CN2CCCC(CNC(=O)c3ccc(F)cc3)C2)c(-n2cccn2)c1 (stereo unspecified) | -7% | 3.4% | 11% | -0.3% | 0% | -0.1% | i | 25 | 7% | 0.3 | 40
COc1ccc2cc(C(=O)N3CCN(c4ccc(F)cc4)CC3)[nH]c2c1 | -13% | 1.6% | -11% | 0.2% | 10% | -0.7% | i | 21 | -2% | -1.7 | 81

Retrieved by structure from above (2):
SMILES | KOR beta-arrestin-1 | KOR beta-arrestin-2 | GPR35 antagonists | GPR55 beta-arrestin | GPR55 antagonists | West Nile virus CPE | T cell modulator | T cell modulator vesicle-bound % | PhoP inhibition | NTR1 ag | NTR1 ag cell count 20 µM
O=C1NC(=O)C2(CCc3ccccc32)N1 (stereo unspecified) | -26% | 4.8% | 3% | 0.3% | -4% | 0.2% | i | 32 | 7% | 1.3 | 50
Cc1ccc(-n2ncc3c2CCCC3NC(=O)CCN2CCCC2=O)cc1C (stereo unspecified) | -24% | -4.5% | 4% | -0.2% | 1% | 0.1% | i | 35 | -4% | 0.2 | 62

(further entries)
SMILES | KOR beta-arrestin-1 | KOR beta-arrestin-2 | GPR35 antagonists | GPR55 beta-arrestin | GPR55 antagonists | West Nile virus CPE | T cell modulator | T cell modulator vesicle-bound % | PhoP inhibition | NTR1 ag | NTR1 ag cell count 20 µM
COc1cc([N+](=O)[O-])cc(/C=N\NC(=O)C2COc3ccccc3O2)c1O (stereo unspecified) | 1% | -2.7% | 1% | 0.0% | 10% | -0.8% | i | 21 | 129µM* | 1.3 | 51
COc1ccc(NC(=O)CSc2ccc3c(c2)OCCO3)cc1OC | 19% | -4.0% | -11% | 0.2% | 14% | -0.1% | i | 33 | 10% | -1.0 | 47
O=C(C1CCCO1)N1CCN(Cc2c(O)ccc3ccccc23)CC1 (stereo unspecified) | -16% | 2.6% | 2% | 0.3% | 0% | 0.1% | i | 56 | -2% | 6.9 | 87
O=C(CN1CCOCC1)Nc1ccc(N2CCN(c3ccccc3)CC2)c(F)c1 | -37% | 1.8% | 7% | 0.5% | 6% | -0.6% | i | 64 | -2% | 2.8 | 72
COC(=O)C1=CN(CCCN2CCCC2=O)C=C(C(=O)OC)C1c1ccccc1C(F)(F)F | 11% | -1.8% | 8% | 12% | 6% | -0.2% | i | 24 | 1% | -0.7 | 43
O=C(OCCN1C(=O)CCC1=O)c1ccc(S(=O)(=O)N2CCCCC2)cc1 | 19% | 1.6% | 3% | 0.3% | 6% | 0.1% | i | 29 | 0% | -0.2 | 51
COc1ccc(C2Nc3ccccc3C(=O)N2c2ccc(C)cc2)cc1Cn1nc(C)c([N+](=O)[O-])c1C (stereo unspecified) | -7% | 2.4% | -8% | 0.0% | 10% | 1.0% | i | 22 | 2% | -0.2 | 55
CCCc1nc(SCC(=O)NNC(=O)c2ccc(OC)cc2)c2ccccc2n1 | -20% | -5.1% | 12% | -0.4% | -7% | -0.3% | i | 37 | -3% | 0.4 | 39
O=C(Cn1c(=O)oc2cc(S(=O)(=O)N3CCCC3)ccc21)N1CCN(c2ccccc2)CC1 | -32% | 19% | 8% | -0.1% | -4% | 0.1% | i | 15 | 9% | -0.9 | 53
CC(C)NC(=O)[C@@H]1CSC2c3ccccc3C(=O)N21 (stereo partly specified) | 10% | -0.7% | -18% | 0.4% | 8% | 0.1% | i | 22 | 10% | 0.7 | 78
COc1ccc2c(c1)[nH]c1c(=O)n(CCCN3CCOCC3)cnc12 | -32% | 1.9% | 0% | -0.1% | 4% | -0.4% | i | 52 | 3% | 0.1 | 44
Cn1ccnc1Sc1nc(Nc2cccc(Cl)c2)nc(N2CCOCC2)n1 | 14% | 5.7% | 15% | -0.2% | 3% | -0.4% | i | 38 | -1% | 2.4 | 86
O=C(Nc1ccc(Oc2ccc(NC(=O)C3CCCO3)cc2)cc1)C1CCCO1 (stereo unspecified) | -11% | -3.9% | 2% | 0.6% | -4% | 0.0% | i | 18 | 6% | 0.6 | 20
Cc1nn(-c2ccccc2)c(Cl)c1/C=N/NC(=O)c1ccnn1C | -3% | -4.9% | 6% | -0.1% | 4% | 1.0% | i | 43 | -1% | -0.5 | 56
COc1ccccc1NC(=O)CSc1nnc(-c2ccco2)o1 | -27% | 3.1% | -2% | 0.2% | 11% | 0.2% | i | 27 | 5% | 0.4 | 38
Cc1ccc(S(=O)(=O)N2CCN(C(=O)c3c(-c4ccccc4)noc3C)CC2)cc1C | 14% | -4.6% | 10% | -0.1% | 2% | -0.8% | i | 55 | -1% | 0.1 | 45
CC1CC/C(=N/Nc2ccccc2)C(=O)N1 (stereo unspecified) | -6% | 5.5% | 0% | -0.2% | 11% | -0.2% | i | 60 | 8% | 1.0 | 80
CSc1ccc(NC(=O)NCc2ccccc2)cc1 | 6% | -1.4% | -1% | 0.3% | 3% | -0.5% | i | 27 | 0% | 0.0 | 53
CN(C)S(=O)(=O)c1cc(NC(=O)COC(=O)/C=C/c2ccco2)ccc1Cl | -13% | -1.7% | -6% | 0.0% | -9% | 1.3% | i | 29 | x | 5.5 | 56
Cc1ccc(S(=O)(=O)NCCC(=O)Nc2ccc(Cl)c(Cl)c2)cc1 | -21% | -0.5% | -13% | 0.1% | 13% | -1.8% | i | 28 | 10% | 3.3 | 53
CC#CCN1c2ccccc2[C@]23C[C@@H](C(=O)OC)N(C(=O)c4cc(C)oc4C)C2=NC(C(=O)OC)=C(C(=O)OC)[C@H]13 | 19% | 2.5% | -12% | -0.1% | 7% | -0.4% | i | 18 | 0% | 0.6 | 70
NS(=O)(=O)c1ccc(CCNC(=O)C(=O)NCC2OCCN2C(=O)c2ccc3c(c2)OCO3)cc1 (stereo unspecified) | 0% | -4.7% | -9% | -0.2% | 3% | 0.3% | i | 44 | -4% | 0.4 | 70
O=c1cc(N2CCOCC2)cnn1-c1ccccc1 | 3% | -2.0% | -14% | 0.5% | -2% | 0.4% | i | 59 | -14% | -0.5 | 46
CN(CC(=O)Nc1ccncc1)S(=O)(=O)c1ccc(Br)cc1 | 8% | -1.6% | 5% | -0.1% | 1% | 0.1% | i | 15 | 2% | 4.6 | 53
Nc1nc(C(=O)N2CCOCC2)nn1C(=O)c1ccc(Cl)cc1 | 17% | -4.1% | -4% | -0.1% | -3% | -0.4% | i | 38 | -2% | -0.3 | 57
Cc1cccc(OCC(=O)N(Cc2ccco2)C2CCS(=O)(=O)C2)c1 (stereo unspecified) | -5%[20 µM] | 1.4% | -4% | -0.1% | 0% | 0.2% | i | 12 | x | 1.7 | 63
COc1cc(/C=C2\CC(C(C)(C)C)C/C(=C\c3cc(OC)c(OC)c(OC)c3)C2=O)cc(OC)c1OC (stereo unspecified) | -2% | -7.7% | 8% | 2.0% | 14% | -0.4% | i | 58 | 4% | 9.9 | 90

High-throughput results (PubChem)
